Assay outcomes deposited in PubChem by University of Kansas High Throughput Screening Laboratory.
Pf apPOL block: Pf-apPOL DNA polymerase inhibition; Recombinant Pf-apPOL, molecular beacon fluorescence, 1.5 h; inhibition, % at 10 µM; actives 0.25% (n = 210,000); AID 1794808
mHTT CaM bind: mHTT-calmodulin interaction abrogation. AID 1671202. actives 3.6% (n = 190,000). inhibition, % at 15 µM. P42858. AlphaScreen His-mHTT/GST-CaM binding, luminescence;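 also: 0% = both proteins with DMSO and 100% = one protein alone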
Target sequence (P42858 whole entry, looked up, stated change not applied): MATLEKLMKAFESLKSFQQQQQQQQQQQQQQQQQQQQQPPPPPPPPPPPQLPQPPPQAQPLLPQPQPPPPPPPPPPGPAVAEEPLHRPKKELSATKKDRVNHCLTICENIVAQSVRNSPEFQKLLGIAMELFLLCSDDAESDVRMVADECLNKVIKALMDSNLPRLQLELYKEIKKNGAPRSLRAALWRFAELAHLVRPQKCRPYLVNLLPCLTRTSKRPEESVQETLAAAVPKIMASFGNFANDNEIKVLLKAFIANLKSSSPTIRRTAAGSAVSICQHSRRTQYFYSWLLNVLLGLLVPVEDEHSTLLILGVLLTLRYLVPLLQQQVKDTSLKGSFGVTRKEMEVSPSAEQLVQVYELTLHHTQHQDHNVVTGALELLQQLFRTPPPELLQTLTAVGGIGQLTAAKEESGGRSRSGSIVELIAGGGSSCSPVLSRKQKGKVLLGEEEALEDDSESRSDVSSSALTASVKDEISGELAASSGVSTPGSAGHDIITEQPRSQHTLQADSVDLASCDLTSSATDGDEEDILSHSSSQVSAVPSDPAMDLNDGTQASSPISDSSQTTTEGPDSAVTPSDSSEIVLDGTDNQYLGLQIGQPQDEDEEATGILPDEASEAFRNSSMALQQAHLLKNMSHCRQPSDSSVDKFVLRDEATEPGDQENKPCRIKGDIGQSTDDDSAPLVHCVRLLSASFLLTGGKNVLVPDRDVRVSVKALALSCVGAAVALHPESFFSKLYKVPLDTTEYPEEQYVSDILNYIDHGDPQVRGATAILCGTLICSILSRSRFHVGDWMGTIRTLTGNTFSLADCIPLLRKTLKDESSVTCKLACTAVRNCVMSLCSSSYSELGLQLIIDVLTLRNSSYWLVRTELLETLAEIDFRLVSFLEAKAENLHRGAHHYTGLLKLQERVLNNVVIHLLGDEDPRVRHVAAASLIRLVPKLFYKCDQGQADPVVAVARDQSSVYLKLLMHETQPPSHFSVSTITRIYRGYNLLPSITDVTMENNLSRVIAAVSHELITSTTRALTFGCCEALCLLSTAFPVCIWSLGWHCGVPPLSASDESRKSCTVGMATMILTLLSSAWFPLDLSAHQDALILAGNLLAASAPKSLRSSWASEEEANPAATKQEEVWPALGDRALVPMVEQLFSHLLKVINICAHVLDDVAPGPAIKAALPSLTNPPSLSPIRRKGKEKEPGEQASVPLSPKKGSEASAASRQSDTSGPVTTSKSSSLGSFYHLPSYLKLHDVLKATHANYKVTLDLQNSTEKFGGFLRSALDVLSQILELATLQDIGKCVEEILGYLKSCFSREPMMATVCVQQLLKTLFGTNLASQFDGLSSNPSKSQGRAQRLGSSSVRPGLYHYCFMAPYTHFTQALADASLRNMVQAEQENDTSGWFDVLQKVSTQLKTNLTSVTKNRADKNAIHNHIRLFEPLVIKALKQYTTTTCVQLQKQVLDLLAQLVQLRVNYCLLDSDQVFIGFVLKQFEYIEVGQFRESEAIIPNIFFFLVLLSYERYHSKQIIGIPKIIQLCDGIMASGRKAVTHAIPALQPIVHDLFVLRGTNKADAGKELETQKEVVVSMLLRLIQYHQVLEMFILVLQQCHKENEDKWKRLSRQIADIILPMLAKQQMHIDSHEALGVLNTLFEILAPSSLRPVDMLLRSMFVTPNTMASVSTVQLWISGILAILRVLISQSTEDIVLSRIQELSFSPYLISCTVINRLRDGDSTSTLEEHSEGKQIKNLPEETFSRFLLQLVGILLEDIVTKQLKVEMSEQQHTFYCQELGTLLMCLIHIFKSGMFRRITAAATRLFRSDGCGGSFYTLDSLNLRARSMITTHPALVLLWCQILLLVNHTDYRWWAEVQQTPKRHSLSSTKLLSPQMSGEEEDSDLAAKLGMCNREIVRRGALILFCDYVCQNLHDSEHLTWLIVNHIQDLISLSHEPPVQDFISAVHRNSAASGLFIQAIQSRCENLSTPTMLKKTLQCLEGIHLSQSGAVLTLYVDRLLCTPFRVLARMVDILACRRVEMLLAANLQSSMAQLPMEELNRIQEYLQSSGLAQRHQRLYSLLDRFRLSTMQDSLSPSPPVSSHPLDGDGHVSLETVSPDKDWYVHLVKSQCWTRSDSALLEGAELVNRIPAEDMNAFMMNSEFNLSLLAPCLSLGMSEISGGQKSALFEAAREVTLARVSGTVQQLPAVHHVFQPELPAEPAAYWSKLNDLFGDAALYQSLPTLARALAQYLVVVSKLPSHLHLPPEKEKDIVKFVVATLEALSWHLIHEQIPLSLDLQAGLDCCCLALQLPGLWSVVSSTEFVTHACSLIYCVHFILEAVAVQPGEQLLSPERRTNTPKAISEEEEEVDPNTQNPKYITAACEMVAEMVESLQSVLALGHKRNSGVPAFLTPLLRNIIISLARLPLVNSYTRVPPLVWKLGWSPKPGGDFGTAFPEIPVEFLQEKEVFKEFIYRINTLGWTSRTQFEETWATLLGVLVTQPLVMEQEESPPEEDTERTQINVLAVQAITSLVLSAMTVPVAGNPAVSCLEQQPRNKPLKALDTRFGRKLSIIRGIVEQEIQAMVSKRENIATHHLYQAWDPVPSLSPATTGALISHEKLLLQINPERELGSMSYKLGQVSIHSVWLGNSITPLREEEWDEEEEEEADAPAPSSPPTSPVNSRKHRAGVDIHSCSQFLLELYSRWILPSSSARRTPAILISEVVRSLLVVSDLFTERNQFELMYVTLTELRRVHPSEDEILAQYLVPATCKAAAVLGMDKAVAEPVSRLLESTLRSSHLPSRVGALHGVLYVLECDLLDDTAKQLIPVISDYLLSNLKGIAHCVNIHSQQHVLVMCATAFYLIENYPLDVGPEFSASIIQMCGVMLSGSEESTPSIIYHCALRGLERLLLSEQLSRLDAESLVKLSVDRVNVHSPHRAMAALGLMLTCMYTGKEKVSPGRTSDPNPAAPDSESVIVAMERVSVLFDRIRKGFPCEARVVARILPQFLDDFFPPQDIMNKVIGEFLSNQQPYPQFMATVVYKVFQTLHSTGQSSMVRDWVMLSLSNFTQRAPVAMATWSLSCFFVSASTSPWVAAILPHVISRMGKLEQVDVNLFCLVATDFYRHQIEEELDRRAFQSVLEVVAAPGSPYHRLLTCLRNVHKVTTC
An asterisk follows results filed as active; i = inactive; · = not tested or not shown; & = joins results of further samples. Rule as the data show it: active = inhibition above about 50%; inactive = the rest.

Below each compound: mHTT CaM bind	Pf apPOL block
- O=C(Cc1cccs1)Nc1ccc(O)cc1C(=O)O
→ -1	1
- CCc1noc(C2(NC(=O)c3cc(-c4ccccc4)n[nH]3)CCCCC2)n1
→ -6	-5
- Nc1nc2c(c(C(F)(F)F)n1)CCc1ccccc1-2
→ ·	-2
- Cc1ccccc1CNC(=O)CCc1ccc2[nH]ccc2c1
→ 11	-2
- O=C(NC1CC(O)C(CO)C1)C1(c2cccs2)CCCC1 (stereo not given)
→ -6	1
- CCn1nccc1C(=O)Nc1nc2ccccc2n1CCN1CCCCC1
→ 23	-1
- O=C1C(=Cc2ccc(F)cc2)Oc2c1ccc(O)c2CN1CCCCC1
→ 9	-22
- COc1ccc(O)c(C(=O)C=Cc2ccc3c(c2)OCCCO3)c1
→ 80*	1
- CC(=O)Nc1ccc(C(=O)NCC2CCCCC2)c(N2CCCCC2)c1
→ 16	1
- COc1ccc(CC(=O)N2CCC(c3nc(C(=O)N4CCCC4)c(C)o3)CC2)cc1Cl
→ 18	-5
- Cc1ccc(C(NC(=O)c2ccccc2)c2ccc3cccnc3c2O)cc1 (stereo not given)
→ 100*	-3
- CC(=O)C1=C(O)C(=O)N(CCO)C1c1ccccc1 (stereo not given)
→ -2	-11
- CCNC(=O)N1c2c(C)cc(C)cc2C(C)=CC1(C)C
→ 12	17
- Cc1ccc(C(=O)N(Cc2ccccc2)C(C)(C)C)cc1C
→ -26	-1
- O=C(NCc1cccnc1)C1CCCN(c2nnc3ccc(C(F)(F)F)cn23)C1 (stereo not given)
→ 3	-2
- Cc1cccc2oc(-c3cc(N=Cc4cc([N+](=O)[O-])ccc4O)ccc3O)nc12
→ 15	-2
- C=CC[C@H]1CC=C[C@H](C)N1
→ 0	·
- CCN(C(=O)C1CCCN(c2ncnc3c2nc2n3CCCCC2)C1)c1ccccc1 (stereo not given)
→ 11	5
- COc1cccc(CNC(=O)C2(C)CCCN(C(=O)Nc3ccc(F)cc3)C2)c1 (stereo not given)
→ 0	-5
- O=S(=O)(Cc1ccccc1)NCCOc1ccc(F)cc1
→ -13	-3
- CC(=O)Nc1cccc(N=Cc2cc(Cc3ccccc3)cc([N+](=O)[O-])c2O)c1
→ 51*	-7
- O=C(CSc1ccc2ccccc2n1)Nc1ccc(F)cc1
→ -9	-7
- C=CCON1C(=O)C2C3C=CC(O3)C2C1=O (stereo not given)
→ 0	·
- CN(C)c1ccc(C(=O)N2CCCC(c3ccnc(Nc4cccc(F)c4)n3)C2)cc1 (stereo not given)
→ 80*	-5
- Oc1ccc(-c2[nH]ncc2Oc2ccccc2)c(O)c1O
→ 100*	-2
- COc1ccccc1C=C1Oc2cc(OC(C)=O)ccc2C1=O
→ 7	-5
- O=c1[nH]c2ccnc(Cl)c2[nH]1
→ 3	·
- COc1ccc(S(=O)(=O)N2CCCC2C(N)=O)cc1 (stereo not given)
→ -11	-1
- Cc1ccc(NC(=O)C2CCCN(C(=O)c3ccccc3F)C2)c(C)c1 (stereo not given)
→ 30	-36
- CCCCNC(=O)C1CCCN(c2ncc(-c3ccc(F)cc3)cn2)C1 (stereo not given)
→ 48	0
- COc1cccc(C2=NOC(C(=O)Nc3ccccc3SC)C2)c1 (stereo not given)
→ -3	6
- CCCn1c(-c2ccc(Cl)cc2)cn2c3c(=O)n(C)c(=O)n(C)c3nc12
→ 3	33
- O=C(NCc1ccco1)C(=O)NC1CCCCCC1
→ 4	-2
- O=C(NCCc1cccc(Cl)c1)c1cccc(Cl)c1
→ -27	-2
- CC(C)(C)CC(=O)Nc1nnc2ccccn12
→ 2	-3
- CNC(=O)C1CN(C(=O)Nc2cccc(C)c2)CC12CCCC2 (stereo not given)
→ 2	-3
- Cc1cc(I)cc2c1NC(c1ccc(F)cc1)C1CC=CC21 (stereo not given)
→ 54*	0
- C1CCN(Cc2nn[nH]n2)CC1
→ -1	·
- O=C(Cc1cccs1)N1CCCC(COc2cccc(C(=O)N3CCCCC3)c2)C1 (stereo not given)
→ 44	-2
- O=C1c2ccccc2C(=O)N1C/C=C/CN1C(=O)c2ccccc2C1=O
→ -2&3	0&0
- O=C(CCc1nnc(Cc2cccc(C(F)(F)F)c2)[nH]c1=O)N1CCCCC1
→ -6	3
- COc1ccccc1-c1ccc(N2CCC(C(=O)Nc3nnc(C)s3)CC2)nn1
→ -4	-3
- Cc1nc(-c2nnc(Sc3ccc(C(F)(F)F)cc3[N+](=O)[O-])n2C)cs1
→ ·	-12
- CC1=NN(c2cccc(Cl)c2)C(=O)/C1=C/c1ccco1
→ 39	3
- CCCNS(=O)(=O)c1ccc2c(c1)CC(C)N2C(=O)CC (stereo not given)
→ -5	5
- CCNC(=O)Nc1cccc(N2CCCN(Cc3ccccc3F)C2=O)c1
→ 1	0
- Cc1ccc(C(=O)N2CCN(c3nc(C)nc(C)c3Cc3ccccc3)CC2)cc1
→ 15	0
- CCn1cc(C2=CCN(S(=O)(=O)c3cccc(F)c3)CC2)c2cccnc21
→ 22	-3
- CCN1C(=O)c2cccc3c(NC(=O)COc4ccc(Cl)cc4)ccc1c23
→ 52*	-6
- CC(C)c1ccc(N(CC(=O)Nc2ccccc2C(=O)N2CCCC2)S(C)(=O)=O)cc1
→ 1	-3
- CC(C)CNc1cccc2c1S(=O)(=O)N(Cc1cn(Cc3ccc(C(F)(F)F)cc3)nn1)Cc1ccccc1O2
→ 0	-4
- C/C(=N\NC(N)=S)c1cccs1
→ i	·
- COc1cc2[nH]c(=O)n(Cc3ccc(C(=O)NCc4cccnc4)cc3)c(=O)c2cc1OC
→ 3	-1
- Cc1nc(Cl)c(C(=O)NC(=O)Nc2cccc(C(F)(F)F)c2)c(C)c1[N+](=O)[O-]
→ -5	-8
- CC(Oc1ccc2c(c1)OC(=Cc1ccc(Cl)cc1)C2=O)C(=O)O (stereo not given)
→ 4	-5
- CCc1cc2c(=O)c(-c3ccc4c(c3)OCCO4)c(C)oc2cc1OC(C)=O
→ 8	1
- CCCCN(C)CCNC(=O)C1CCN(c2nc3ccc(OC)cc3s2)CC1
→ 1	7
- COC(=O)c1cn(Cc2ccc(OC)c(F)c2)nc1S(=O)(=O)N1CCCCC1
→ -5	-35
- COc1cccc(/C=C2\N=C(SC)SC2=O)c1OCc1ccccc1
→ -35	26
- COc1cccc(C(=O)NCCCn2nc(-c3ccco3)ccc2=O)c1OC
→ 0	0

Continued:
Below each compound: mHTT CaM bind	Pf apPOL block
- COc1ccc(C=C2Oc3cc(OCC=C(C)C)ccc3C2=O)c(OC)c1
→ 0	-12
- COC(=O)c1sc(-c2cccs2)cc1NS(=O)(=O)c1cn(C)cn1
→ ·	-4
- Cc1ccc(NC(=O)CN2C(=O)N/C(=C\c3ccco3)C2=O)cc1
→ 15	-11
- CCSC(OC(C)=O)C(OC(C)=O)C(OC(C)=O)C(OC(C)=O)C(COC(C)=O)OC(C)=O (stereo not given)
→ ·	4
- COC(=O)c1cnc2nc(C)ccc2c1Nc1cccc(C#N)c1
→ 4	-6
- O=C(C1=CN(c2cccc(F)c2)c2cc(F)ccc2S1(=O)=O)N1CCOCC1
→ 6	-4
- O=[N+]([O-])c1cc(Br)c2nsnc2c1Sc1ncnc2ccccc12
→ 3	-7
- CN(C)S(=O)(=O)N1CCN(Cc2nnnn2-c2ccc(F)c(F)c2)CC1
→ 1	2
- Fc1cccc2c1N[C@@H](c1c3ccccc3cc3ccccc13)[C@H]1CC=C[C@@H]21
→ -6	·
- O=C(c1ccc(F)cc1F)N1CCC(CCOc2ccc(F)cc2)CC1
→ -14	3
- Nc1nc(SCc2cc(=O)[nH][nH]2)nc2sc3c(c12)CCCC3
→ 21	0
- CC(=O)N1CCc2ccc(NC(=O)c3ccccn3)cc2C1
→ -5	-10
- O=S(=O)(c1cccc2cccnc12)N1CCN(C(c2ccccc2)c2ccccc2)CC1
→ ·	-2
- COc1ccc(CCNC(=O)C2CCN(Cc3ccc4c(c3)OCO4)CC2)cc1OC
→ 3	0
- O=[N+]([O-])c1ccc(Nc2nccs2)c([N+](=O)[O-])c1
→ -1	·
- CCN1C(=O)C(CC(=O)NC2CCCCCC2)Sc2ncccc21 (stereo not given)
→ -9	0
- CC(=O)c1cccc(NC(=O)N2CCC(c3nc4ccncc4n3C(C)C)C2)c1 (stereo not given)
→ 11	2
- CN(C=C(C#N)C#N)CC(O)C(O)C(O)C(O)CO (stereo not given)
→ ·	-9
- COc1cccc(C2Oc3nc(SC)nnc3-c3ccccc3N2C(C)=O)c1OC (stereo not given)
→ 7	1
- CNC(=O)c1cc2c(=O)n3cc(C)ccc3nc2n(Cc2ccco2)c1=N
→ 0	15
- Cc1cnc(NC(=O)COc2ccc(Cl)cc2)s1
→ 0	2
- COc1cc(OC)c(C2SCCN2C(=O)c2cc3ccccc3oc2=O)cc1OC (stereo not given)
→ 2	-1
- COc1ccc(C2C(C(C)=O)=C(O)C(=O)N2CC2CCCO2)cc1OC (stereo not given)
→ -1	-6
- CN1C(=O)C(C)(C)N(Cc2ccccc2)c2ccccc21
→ -6	-5
- COC(=O)c1ccc(CN2CCCC2c2cc(C(C)C)no2)cc1 (stereo not given)
→ -4	0
- Cn1cc(/C=C2\C(=O)NC(=O)N(c3ccc(F)cc3)C2=O)c2ccccc21
→ 0	7
- COc1cccc(NC(=O)NCC(c2ccco2)N2CCc3ccccc3C2)c1OC (stereo not given)
→ -4	-7
- O=C(Nc1ccccc1Cl)c1ccccc1
→ -12	0
- O=C(Nc1nncs1)c1ccc([N+](=O)[O-])cc1Cl
→ 2	-4
- O=C1CN(C(=O)c2cccc(F)c2)C(c2ccc(F)cc2)c2cc(F)ccc2N1 (stereo not given)
→ 4	-7
- Cc1ccc(S(=O)(=O)OCC(C)(C)[N+](=O)[O-])cc1
→ ·	-4
- CCCOc1ccc(Cc2c(C)[nH]c(=O)[nH]c2=O)cc1
→ -10	-4
- COc1ccccc1C(=O)N1CCN(c2cc(C)ccc2OC)C(=O)C1C (stereo not given)
→ -5	2
- Cc1cc2nn(-c3ccccc3)nc2cc1NC(=O)c1ccc2c(c1)OCCO2
→ 6	-1
- CCC(=O)N1CCC(N2CCC(C(=O)N(C)Cc3ccccc3)CC2)CC1
→ 20	-14
- COc1ccccc1OCCN(C#N)c1nc(N(C)C)nc(N(C)C)n1
→ -11	2
- COc1ccc2nc(Sc3c([N+](=O)[O-])nc(C)n3Cc3ccccc3)[nH]c2c1
→ 5	-2
- OCCN(Cc1ccccc1)CC(O)COc1cccc2ccccc12 (stereo not given)
→ 12	-11
- COc1ccc(-c2nc3cccnc3n2C2CCN(C(=O)Nc3cc(F)ccc3F)C2)cc1 (stereo not given)
→ 41	-4
- CC(=O)c1cc([N+](=O)[O-])c(Sc2cccc(Cl)c2Cl)s1
→ ·	10&4
- COc1ccc(NC(=O)c2ccc(F)c(S(=O)(=O)N3CC(C)CC(C)C3)c2)cc1 (stereo not given)
→ 6	-6
- O=C(Nc1cccc(-c2ccc3nncn3n2)c1)c1cccc(C(F)(F)F)c1
→ -2	1
- COc1ccc2c(c1)c(CN1CCC(C(=O)NCCCN3CCCCCC3)CC1)cn2C
→ 43	-5
- O=C(Nc1ccc(F)cc1)c1ccccc1Sc1ccc([N+](=O)[O-])cc1
→ 17	-17
- CCCS(=O)(=O)N1CCN(C(=O)c2cccc([N+](=O)[O-])c2)CC1
→ 2	-7
- CC1=C(C(=O)OC(C)C)C(c2ccc(C)o2)NC(=O)N1 (stereo not given)
→ -6	·
- O=C(c1ccc(OCC2CCCN2C(=O)Cc2ccc(Cl)cc2)cc1)N1CCOCC1 (stereo not given)
→ 14	-3
- COc1cccc(C2N(c3cc(Cl)ccc3OC)C(=O)C3CCCN32)c1 (stereo not given)
→ 3	-1
- COc1ccc(NC(=O)C2CN(S(=O)(=O)c3cccnc3)CC23CCCCC3)cc1F (stereo not given)
→ 7	-8
- O=C(c1ccsc1)N1CCC(n2c(-c3ccsc3)nc3cccnc32)C1 (stereo not given)
→ 6	1
- Cc1cc2c(Nc3ccc(Br)cc3C)ncnc2s1
→ -16	1
- COc1ccc(C2CC(c3ccc(OC)cc3OC)n3nnnc3N2)cc1 (stereo not given)
→ 10	-11
- Cc1ccc(C(=O)Nc2cccc(NC(=O)c3ccco3)c2)cc1Cl
→ 2	9
- COc1cccc(NC(=O)c2cc(C)n3nccc3n2)c1
→ -7	3
- COc1cccc(-c2noc(C3CCCN3C(=O)Nc3cccc(C#N)c3)n2)c1 (stereo not given)
→ -3	0
- O=C1OC(/C=C/c2ccc(Cl)cc2Cl)=NC/1=C\c1cccs1
→ 2	-3
- Cc1ccc(CN2CCC(c3nc(C4CC4)n[nH]3)CC2)o1
→ 4	5
- Cc1cccc(C(=O)N2CCCC(C(=O)Nc3cccc(C)c3C)C2)c1 (stereo not given)
→ 33	-27

Reprinted at random: 6 records from the list.
Below each compound: mHTT CaM bind	Pf apPOL block
- CCCS(=O)(=O)N1CCN(C(=O)c2cccc([N+](=O)[O-])c2)CC1
→ 2	-7
- Cc1ccc(CN2CCC(c3nc(C4CC4)n[nH]3)CC2)o1
→ 4	5
- Cc1cc2c(Nc3ccc(Br)cc3C)ncnc2s1
→ -16	1
- O=C(Nc1cccc(-c2ccc3nncn3n2)c1)c1cccc(C(F)(F)F)c1
→ -2	1
- COc1ccc2c(c1)c(CN1CCC(C(=O)NCCCN3CCCCCC3)CC1)cn2C
→ 43	-5
- COc1cccc(-c2noc(C3CCCN3C(=O)Nc3cccc(C#N)c3)n2)c1 (stereo not given)
→ -3	0

Single records (already shown). Order of screens: mHTT CaM bind | Pf apPOL block
COc1ccc2c(c1)c(CN1CCC(C(=O)NCCCN3CCCCCC3)CC1)cn2C is listed with 43 | -5
O=C(Nc1cccc(-c2ccc3nncn3n2)c1)c1cccc(C(F)(F)F)c1 is listed with -2 | 1
CCCS(=O)(=O)N1CCN(C(=O)c2cccc([N+](=O)[O-])c2)CC1 is listed with 2 | -7
COc1ccc(C2CC(c3ccc(OC)cc3OC)n3nnnc3N2)cc1 (stereo not given) is listed with 10 | -11
O=C(c1ccc(OCC2CCCN2C(=O)Cc2ccc(Cl)cc2)cc1)N1CCOCC1 (stereo not given) is listed with 14 | -3
